# Screening data as filed in PubChem.
# D2 ag – HTS Assay for Allosteric Agonists of the Human D2 Dopamine Receptor: Primary Screen for Agonists; D(2) dopamine receptor (Homo sapiens), P14416; HEK293 T-REx D2 cells, calcium flux agonist mode; activation, % at 2 µM; 340,000 compounds, 0.53% hits;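 active = activation over 3 SD above normal in the single-dose calcium agonist read, cut at about 30% in these data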; note: 0% is about no effect
#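 Calcium-flux readout, 1 cycle/sec over 180 s following compound pin transfer, in inducible HEK293 Trex D2 cells (force-coupled); dopamine controls included. Positive calcium responses during this window marked compounds as potential agonists.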
# D2 potentiator – HTS Assay for Positive Allosteric Modulators of the Human D2 Dopamine Receptor: Primary Screen for Potentiators | D(2) dopamine receptor (Homo sapiens), P14416 | 340,000 compounds, 0.34% hits | HEK293 T-REx D2, calcium flux, EC20 dopamine potentiation | potentiation, % at 10 µM;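 active = potentiation over 3 SD above the plate norm, cut at about 30% in these data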; note: 0% is about no effect
#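 Calcium flux readout, no-wash dye, 1 read/s. Inducible HEK293 Trex D2 line, overnight 30 C. Compound alone 180 s (agonist flags), then EC20 dopamine, another 180 s to score potentiation.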
# D1 potentiator – Potentiators of Human D1 Dopamine Receptor: qHTS | AID 504651, 2011 | 360,000 compounds, 0.036% hits | potentiation, % at 10 µM | D(1A) dopamine receptor (Homo sapiens), P21728 | HEK293 TREx D1 cells, calcium flux, dopamine EC20 potentiation; in the data active = potentiation above about 30%; note: 0% is about no effect
# Target sequence (P21728 whole entry, looked up): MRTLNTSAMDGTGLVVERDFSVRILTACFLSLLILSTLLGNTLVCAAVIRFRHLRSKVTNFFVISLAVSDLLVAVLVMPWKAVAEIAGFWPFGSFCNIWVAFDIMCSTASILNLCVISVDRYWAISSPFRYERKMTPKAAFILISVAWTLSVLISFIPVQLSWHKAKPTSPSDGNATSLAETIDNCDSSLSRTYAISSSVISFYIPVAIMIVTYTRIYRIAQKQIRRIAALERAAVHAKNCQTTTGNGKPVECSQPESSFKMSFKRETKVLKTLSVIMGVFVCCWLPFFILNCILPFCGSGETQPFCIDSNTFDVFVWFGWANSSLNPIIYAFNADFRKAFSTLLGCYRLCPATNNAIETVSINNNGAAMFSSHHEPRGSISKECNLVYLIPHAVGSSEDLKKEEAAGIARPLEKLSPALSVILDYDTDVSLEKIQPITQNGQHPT
# RXFP1 antagonist – qHTS Assay for Antagonists of the Relaxin Receptor RXFP1; Relaxin receptor 1 (Homo sapiens), Q9HBX9; activity change, negative = inhibition, % at 57.5 µM; HEK293-RXFP1, relaxin-stimulated cAMP HTRF, 30 min; stronger effect = lower value; 350,000 compounds, 0.59% hits;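 active = activity change of -60% or lower, but not beyond a set lower limit; inconclusive = change between -60% and -40%, or beyond the set limit; inactive = change above -40%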; note: % is set by controls: 0 for no effect and ±100 for the full control effect
# TRHR ag – qHTS for Small Molecule Agonists and Allosteric Enhancers of Human TRH Receptor: Primary Screen for Agonists; Thyrotropin-releasing hormone receptor (Homo sapiens), P34981; TRHR cells, calcium flux fluo-8, FDSS agonist mode; activation, % at 2 µM; 360,000 compounds, 0.18% hits; note: 0% is about no effect
# Target sequence (P34981 whole entry, looked up): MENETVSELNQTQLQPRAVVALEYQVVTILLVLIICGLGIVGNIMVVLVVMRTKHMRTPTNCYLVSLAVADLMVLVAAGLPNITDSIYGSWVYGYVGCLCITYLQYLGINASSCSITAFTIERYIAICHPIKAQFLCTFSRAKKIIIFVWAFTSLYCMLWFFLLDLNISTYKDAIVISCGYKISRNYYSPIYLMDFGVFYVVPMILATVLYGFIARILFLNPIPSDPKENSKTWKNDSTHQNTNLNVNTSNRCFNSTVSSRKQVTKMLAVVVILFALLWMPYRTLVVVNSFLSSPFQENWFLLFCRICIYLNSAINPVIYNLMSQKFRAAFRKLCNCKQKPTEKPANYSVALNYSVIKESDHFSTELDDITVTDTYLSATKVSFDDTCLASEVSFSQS
#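 Fluo-8-loaded TRHR cells; 10 s baseline, compound added, kinetic Ca2+ fluorescence read 1/s, agonist mode.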
# D1 antagonist – Antagonist of Human D 1 Dopamine Receptor: qHTS; activity change, negative = inhibition, % at 10 µM; 360,000 compounds, 3.2% hits; AID 504652, 2011; D(1A) dopamine receptor (Homo sapiens), P21728; HEK293 TREx D1 cells, calcium flux, dopamine EC80; stronger effect = lower value; in the data active = activity change below about -30%; note: % is set by controls: 0 for no effect and ±100 for the full control effect
#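 Calcium flux readout: force-coupled, inducible Hek293 Trex D1 line, cells induced overnight at 30 C with tetracycline, dye-loaded 30–90 min at RT. Antagonism scored against EC80 dopamine challenge given 180 s after compound.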
# D1 agonist – Allosteric Agonists of the Human D1 Dopamine Receptor: qHTS. AID 504660, 2011. 360,000 compounds, 1% hits. activation, % at 2 µM. HEK293 T-REx D1 cells, calcium flux, agonist mode; note: 0% is about no effect
#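 Tetracycline-induced HEK293 TREx D1 cells, force-coupled to calcium signalling, were dye-loaded with a no-wash calcium kit. Compound was pin-added after a 10 s baseline. Fluorescence was read kinetically at 1 cycle/s for 180 s, with calcium rises flagged as agonism.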
# TRHR enhancer – qHTS for Small Molecule Agonists and Allosteric Enhancers of Human TRH Receptor: Primary Screen for Enhancers | Thyrotropin-releasing hormone receptor (Homo sapiens), P34981 | enhancement, % at 2 µM | TRHR cells, fluo-8 calcium fluorescence, EC20 TRH enhancement | 360,000 compounds, 0.66% hits; in the data active = enhancement above about 30%; note: 0% is about no effect
#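 TRHR-expressing cells loaded with fluo-8 calcium dye were read kinetically (ex 480/em 530) during compound addition, then stimulated with an EC20 of TRH (10 nM final). Enhancement of the Gq-mediated intracellular calcium response was scored.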
# D2 antag – HTS Assay for Allosteric Antagonists of the Human D2 Dopamine Receptor: Primary Screen for Antagonists; inhibition, % at 10 µM; AID 485344, 2010; 340,000 compounds, 2% hits; HEK293 TREx D2 cells, calcium flux, dopamine EC80; in the data active = inhibition above about 30%; note: 0% is about no effect
#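 Antagonism is scored as inhibition of an EC80 dopamine-evoked calcium signal in a force-coupled, tetracycline-inducible HEK293 T-REx D2 line, with compound present 180 s before agonist.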
# * marks the source's active call; other numbers are inactive results; ? = inconclusive; . = not tested or not shown. Cut-off read from the data, not from the text of the source, unless noted: active = activation above about 30%; inactive = the rest.
SMILES,D2 ag,D2 potentiator,D1 potentiator,RXFP1 antagonist,TRHR ag,D1 antagonist,D1 agonist,TRHR enhancer,D2 antag
CC1(C)CC(=O)C2=C(C1)NC(SCC(=O)Nc1ccccc1)=C(C#N)C21CCCCC1,4.6,7,-4,-5,1.5,-11,7,2,1
CC(C)(C)c1ccc(OCC(=O)NCC2(N3CCOCC3)CCCCC2)cc1,4.6,-11,0,?,0.0,-3,4,0,.
COc1ccccc1-c1noc(CCC(=O)Nc2cc(C(F)(F)F)ccc2Cl)n1,0.1,-12,-2,3,-1.4,24,8,-6,10
COc1ccccc1NC(=O)CCN1CCN(Cc2ccccc2)CC1,3.3,-6,-4,-3,0.4,-2,3,1,15
O=[N+]([O-])c1cc(C2Nc3cccc4cccc(c34)N2)ccc1Cl,1.8,3,0,-9,0.1,1,1,3,-4
Cc1cc(F)ccc1NC(=O)c1cc(S(=O)(=O)N2CCOCC2)cn1C,-0.6,-3,5,-9,0.2,-10,3,0,6
O=C(COC(=O)CNC(=O)C1CCCCC1)Nc1cccc(F)c1,0.7,7,2,-4,0.2,-2,0,2,-3
Cc1cc2cc(C=C(C#N)C#N)c(Cl)nc2cc1C,5.1,1,-3,-8,9.2,0,22,15,-4
COc1ccc(NC(=O)CSc2n[nH]c(C)c2[N+](=O)[O-])cc1,-1.7,11,-10,-2,-0.2,-28,8,3,-4
Cc1nn(C)cc1C1C(C#N)=C(N)N(c2cccnc2)C2=C1C(=O)CCC2 (configuration not stated),0.1,-3,-1,10,0.1,17,2,2,7
Cc1cc(C)cc(OCC(=O)Nc2ccc(-c3nc4ncccc4o3)cc2C)c1,0.1,-3,1,4,0.8,2,1,-3,.
CCN1C(=O)c2ccccc2Sc2ccc(NC(=O)Nc3ccccc3OC)cc21,0.4,-8,-4,-18,0.2,-13,1,17,.
Cc1cccc(Nc2nc(-c3ccccc3)nc3ccccc23)c1,0.5,-6,1,0,0.4,1,1,-6,.
CC(C)(C)c1ccc(S(=O)(=O)NC(Cc2ccccc2)C(=O)O)cc1 (configuration not stated),1.1,21,0,11,0.1,-32*,3,-6,-6
O=S1OCCN1c1ccccc1 (configuration not stated),0.4,2,-1,.,0.2,1,1,15,-17
C#CCOCCOCCOCCNc1nc(N2CCN(C(=O)CCCCCCCCCCNC(=O)[C@@H]([C@H](C)O)n3cc(C)nn3)CC2)nc(N2CCN(C(=O)CCCCCCCCCCNC(=O)[C@@H]([C@H](C)O)n3cc(C)nn3)CC2)n1,1.6,8,1,.,1.5,1,19,2,4
CC1(CCl)N([O-])C2=C(CCCC2)[N+]1=O (configuration not stated),.,.,-1,-24,0.4,10,2,1,.
CCOc1ccc2oc(=O)cc(CN3CCN(C(=O)c4ccc(F)cc4)CC3)c2c1,-0.4,-13,-1,-4,0.5,-25,-2,10,.
CCc1nnc(NC(=O)C(C)C)s1,-0.1,-11,4,9,0.9,-3,1,15,3
Oc1ccccc1N1CCN(CC(O)COC2CCCc3ccccc32)CC1 (configuration not stated),11,-22,0,-6,-0.9,-2,3,-14,40*

# Eleven structures out of the list, ordered by molar mass, high to low.
SMILES,D2 ag,D2 potentiator,D1 potentiator,RXFP1 antagonist,TRHR ag,D1 antagonist,D1 agonist,TRHR enhancer,D2 antag
C#CCOCCOCCOCCNc1nc(N2CCN(C(=O)CCCCCCCCCCNC(=O)[C@@H]([C@H](C)O)n3cc(C)nn3)CC2)nc(N2CCN(C(=O)CCCCCCCCCCNC(=O)[C@@H]([C@H](C)O)n3cc(C)nn3)CC2)n1,1.6,8,1,.,1.5,1,19,2,4
CCOc1ccc2oc(=O)cc(CN3CCN(C(=O)c4ccc(F)cc4)CC3)c2c1,-0.4,-13,-1,-4,0.5,-25,-2,10,.
Cc1cc(C)cc(OCC(=O)Nc2ccc(-c3nc4ncccc4o3)cc2C)c1,0.1,-3,1,4,0.8,2,1,-3,.
Oc1ccccc1N1CCN(CC(O)COC2CCCc3ccccc32)CC1 (configuration not stated),11,-22,0,-6,-0.9,-2,3,-14,40*
CC(C)(C)c1ccc(S(=O)(=O)NC(Cc2ccccc2)C(=O)O)cc1 (configuration not stated),1.1,21,0,11,0.1,-32*,3,-6,-6
O=C(COC(=O)CNC(=O)C1CCCCC1)Nc1cccc(F)c1,0.7,7,2,-4,0.2,-2,0,2,-3
Cc1cccc(Nc2nc(-c3ccccc3)nc3ccccc23)c1,0.5,-6,1,0,0.4,1,1,-6,.
Cc1cc2cc(C=C(C#N)C#N)c(Cl)nc2cc1C,5.1,1,-3,-8,9.2,0,22,15,-4
CC1(CCl)N([O-])C2=C(CCCC2)[N+]1=O (configuration not stated),.,.,-1,-24,0.4,10,2,1,.
CCc1nnc(NC(=O)C(C)C)s1,-0.1,-11,4,9,0.9,-3,1,15,3
O=S1OCCN1c1ccccc1 (configuration not stated),0.4,2,-1,.,0.2,1,1,15,-17

# (list continues)
SMILES,D2 ag,D2 potentiator,D1 potentiator,RXFP1 antagonist,TRHR ag,D1 antagonist,D1 agonist,TRHR enhancer,D2 antag
NC(=O)C1(S(=O)(=O)c2ccccc2)CCCCC1,-1.0,-16,10,-5,0.5,-22,5,-3,1
Cn1c(=O)c2c(nc(CN3CCN(Cc4ccccc4)CC3)n2Cc2ccc(F)cc2)n(C)c1=O,-0.6,-17,-12,-11,-1.2,-9,1,-4,24
COc1ccc(NS(=O)(=O)c2ccc3oc(=O)ccc3c2)cc1,2.7,3,-2,-3,-0.1,-16,13,3,0
Nc1nc(-c2ccc3c(c2)CCC(=O)N3)cs1,-0.1,-16,-2,1,-0.5,-10,-3,-2,2
CCOc1ccccc1NC(=O)CSC1=Nc2ccccc2C2=NC(CC(=O)NC3CCCCC3)C(=O)N12 (configuration not stated),-1.1,5,2,-9,-0.7,9,-1,-7,.
CCC(=O)N1CCc2cc(Br)cc(S(=O)(=O)CCC(=O)N(CC)Cc3ccccc3)c21,-0.2,9,1,-9,-0.5,-2,0,1,.
CC(=O)Nc1ccc(NC(=O)COc2ccccc2C(=O)Nc2cccc(Cl)c2Cl)cc1,0.1,0,-6,1,0.1,-8,13,-10,-5
NC(=O)CSc1nnc(-c2ccncc2)o1,0.7,-1,-3,-3,0.3,3,3,8,15
COc1ccc(CNCC(O)COc2ccc(C(C)(C)c3ccccc3)cc2)cc1 (configuration not stated),1.1,-10,9,-24,1.7,28,33*,12,-3
Cc1nc(C)c2c(c1C(F)(F)F)-c1ccccc1C2(F)F,0.4,8,4,-16,1.8,2,4,17,-12
O=C(NCc1ccco1)/C(=C\c1ccccc1)NC(=O)c1ccccc1,16,3,.,-2,0.4,5,5,1,16
CC(=O)Nc1ccc(C(=O)OCC(=O)NC(=O)NC(C)(C)C)cc1,.,.,-2,-1,0.1,5,3,-4,.
O=S(=O)(c1ccc(Cl)cc1)N1CCC(c2ccncc2)CC1,-6.9,9,-2,-4,-0.7,-11,8,-3,.
OC(CNc1nc(C(F)(F)F)nc2ccccc12)c1ccccc1 (configuration not stated),0.0,-4,-5,-8,0.4,-20,9,2,3
Cc1cccc(N2C(=O)C(Cl)=C(N3CCOCC3)C2=O)c1,-0.3,4,1,2,-0.2,-4,4,3,11
CC(=O)c1nn(-c2ccc(OC(F)(F)F)cc2)nc1Nc1ccccc1,0.5,6,2,0,0.7,-15,-1,-5,.
COc1ccc([N+](=O)[O-])cc1N/C(=N/S(=O)(=O)c1ccccc1)c1ccccc1,-1.9,7,-4,-4,-0.7,-3,0,-2,13
CCN1CCN(S(=O)(=O)Cc2ccccc2)CC1,1.1,.,-6,2,0.9,2,0,-2,0
COc1cc(/C=N/NC(=O)c2nnn(-c3nonc3N)c2-c2cccs2)ccc1O,.,.,2,-15,0.0,-10,3,-2,.
O=C(CSc1nnc(-c2ccccc2)o1)OCc1ccccc1,-1.0,17,-2,-2,-0.5,-5,9,0,6
CCOC(=O)c1[nH]c(C)c(CCC(=O)Nc2cc(C)ccc2OC)c1C,1.4,-4,-1,-3,-0.5,-7,3,-1,.
O=C(NCC1CCCO1)C1c2ccccc2Oc2ccccc21 (configuration not stated),-0.5,-1,5,-11,-0.1,-4,1,3,6
O=[N+]([O-])c1ccc(/C=N/NC(=S)Nc2ccc(Cl)cc2Cl)s1,1.6,-7,-3,3,0.7,-21,5,10,45*
COc1ccc(N2CCN(C(=O)C3CCN(S(=O)(=O)c4ccccc4)CC3)CC2)cc1,0.3,-5,0,0,-0.3,3,3,-3,-3
Cc1nc(=O)c(-c2ccccc2)c(C)n1-c1ccc(Br)cc1,0.3,-2,-3,-7,-0.2,-4,0,1,-2
COCc1cc(=O)[nH]c(SCC(=O)N2CCOCC2)n1,0.4,3,-2,5,0.6,-5,2,-2,-2
Cc1nonc1NC(=O)Nc1cccnc1,0.4,1,-3,15,0.5,21,1,5,-1
Cc1cc(CN2CCN(CC(=O)Nc3cc(C(F)(F)F)ccc3-n3cncn3)CC2)no1,.,.,4,-2,0.0,-2,2,11,.
O=S(=O)(NCCC1=CCCCC1)c1cccc(Br)c1,0.1,21,-8,-30,-0.3,-12,4,4,7
O=c1c2ccccc2cnn1Cc1n[nH]c(=S)n1C1CC2CCC1C2 (configuration not stated),0.5,-5,4,-27,-0.1,3,2,-1,-13

# Complete entries, quoted from the list. Order of screens: D2 ag, D2 potentiator, D1 potentiator, RXFP1 antagonist, TRHR ag, D1 antagonist, D1 agonist, TRHR enhancer, D2 antag
# `O=S(=O)(NCCC1=CCCCC1)c1cccc(Br)c1` is entered as 0.1, 21, -8, -30, -0.3, -12, 4, 4, 7
# `O=C(NCC1CCCO1)C1c2ccccc2Oc2ccccc21` (configuration not stated) is entered as -0.5, -1, 5, -11, -0.1, -4, 1, 3, 6

# The list continues:
SMILES,D2 ag,D2 potentiator,D1 potentiator,RXFP1 antagonist,TRHR ag,D1 antagonist,D1 agonist,TRHR enhancer,D2 antag
C/C(=C\c1cc(C(=O)O)c(C)o1)CO,0.2,1,-1,-2,0.7,-2,0,2,-3
Cc1ccc(C(=O)OCc2nnc(-c3ccccc3)o2)o1,0.6,32*,-2,-17,-0.8,-6,24,1,17
O=C(c1ccc(-c2ccccc2)cc1)N1CCCC1,0.2,-2,-3,11,-0.1,-9,1,-4,8
Cn1nc(C(F)(F)F)c(-c2ccccc2)c1N,0.8,2,-2,7,-1.7,12,2,7,-37
Cn1c(CCc2nc3ccccc3[nH]2)n[nH]c1=S,-0.2,.,-4,-7,0.6,0,2,6,0
